LmPK inhibitor – LmPK (Leishmania mexicana) enzyme inhibition | Q27686 | purified LmPK, Kinase-Glo ATP luminescence, 1 h | Potency, µM (doses to about 57.5 µM), inactives show top-dose activity change, negative = inhibition, actives largely listed as inhibitors | actives 0.37% (n = 290,000) | AID 1721; further: potency means the concentration at half of the fitted maximal effect
Target sequence (Q27686 whole entry, looked up): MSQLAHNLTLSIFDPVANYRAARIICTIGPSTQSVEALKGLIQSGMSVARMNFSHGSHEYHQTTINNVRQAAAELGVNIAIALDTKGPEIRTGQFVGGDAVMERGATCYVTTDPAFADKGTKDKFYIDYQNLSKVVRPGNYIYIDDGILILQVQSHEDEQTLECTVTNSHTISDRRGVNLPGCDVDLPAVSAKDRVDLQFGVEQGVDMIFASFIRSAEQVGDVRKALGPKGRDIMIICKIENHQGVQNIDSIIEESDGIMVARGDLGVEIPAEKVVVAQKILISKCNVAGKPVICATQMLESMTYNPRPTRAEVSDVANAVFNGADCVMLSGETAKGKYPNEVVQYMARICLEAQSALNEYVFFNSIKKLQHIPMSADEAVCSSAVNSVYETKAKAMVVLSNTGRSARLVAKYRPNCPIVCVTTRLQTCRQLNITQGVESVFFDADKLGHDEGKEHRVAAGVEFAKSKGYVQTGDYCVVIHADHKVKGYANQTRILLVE
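In 50 mM imidazole pH 7.2 with 7 mM MgCl2, LmPK (0.1 nM) turned over PEP (0.5 mM) and ADP (0.1 mM) for 1 h at room temperature. Luciferase read-out of ATP.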
AMA1 RON2 block – inhibitors of Plasmodium falciparum AMA1-RON2 interaction | actives 0.2% (n = 360,000) | AlphaScreen AMA1-biotinylated RON2 peptide binding | AID 720542 | Potency, µM (titrated, usually from 58.2 µM), for inactives: top-dose activity change, negative = inhibition, hits mostly inhibitors;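 further: potency means the concentration at half of the fitted maximal effect; 0% = vehicle wells and -100% = peptide control; nearly all actives have a fitted effect of over 45% in size; some results filed as inactive show a strong effect at the top dose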
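AMA1 (3D7) with his tag at 25 nM final met compounds first, then biotinylated RON2 peptide at 25 nM; detection used donor plus acceptor beads, 10 µg/mL apiece, read by AlphaScreen after 30 min at room temperature.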
HCMV inh – inhibitors of human cytomegalovirus | activity change, negative = inhibition, % at 57.5 µM | AID 1259415 | actives 4.5% (n = 410,000) | HFF cells, HCMV-luciferase reporter, 72 h; hits give low values; in the data active means activity change below about -60%; inconclusive means no clear call, values can overlap the other calls; inactive means above about -39%
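Compounds were evaluated in HFFs infected with an HCMV luciferase reporter virus (MOI 1 PFU/cell). Luciferase in lysates collected 72 h post infection served as the replication measure.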
Sm TGR block – blocks Schistosoma mansoni thioredoxin glutathione reductase. purified TGR, DTNB reduction, TNB absorbance 405 nm. Potency, µM (highest dose often 114 µM), for inactives: top-dose activity change, negative = inhibition, usual class: inhibitors. actives 3% (n = 360,000). AID 485364; further: potency means the concentration at half of the fitted maximal effect; nearly all actives have a fitted effect of over 60% in size
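Kinetic colorimetric format: TGR-catalysed, NADPH-driven DTNB reduction monitored via TNB absorbance. Enzyme dispensed at 20 nM; compound exposure 15 min at room temperature before reaction start.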
AmpC inh detg – blocks E. coli AmpC beta-lactamase in detergent assay; AmpC hydrolysis of nitrocefin, absorbance 480 nm, 0.01% Triton; P00811; actives 0.041% (n = 370,000); Potency, µM (highest dose often 114 µM), for inactives: top-dose activity change, negative = inhibition, most hits filed as inhibitors;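 further: potency means the concentration at half of the fitted maximal effect; 0% = no-compound wells and -100% = no-enzyme wells; nearly all actives have a fitted effect of over 25% in size; some results filed as inactive show a strong effect at the top dose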
Target sequence (P00811 whole entry, looked up): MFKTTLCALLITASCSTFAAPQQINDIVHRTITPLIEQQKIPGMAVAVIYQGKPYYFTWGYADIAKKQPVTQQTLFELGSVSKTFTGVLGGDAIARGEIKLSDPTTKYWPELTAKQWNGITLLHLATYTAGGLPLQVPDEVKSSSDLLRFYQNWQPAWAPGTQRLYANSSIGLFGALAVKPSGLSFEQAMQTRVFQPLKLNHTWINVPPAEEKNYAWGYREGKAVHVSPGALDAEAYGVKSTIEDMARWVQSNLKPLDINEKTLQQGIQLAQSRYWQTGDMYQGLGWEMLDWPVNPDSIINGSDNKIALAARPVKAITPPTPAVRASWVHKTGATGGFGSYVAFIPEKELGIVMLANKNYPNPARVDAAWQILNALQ
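20 mM phosphate pH 7.0 + 0.01% (detergent screen) or 0.0001% Triton X-100; 5.3 nM AmpC reagent; cpd preinc 15 min RT; nitrocefin (800 uM stock) to start; A480 q20 s × 4 min; Activity was normalised to no-enzyme and no-compound control wells.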
AmpC inh no detg – blocks E. coli AmpC beta-lactamase in detergent-free assay. P00811. AmpC nitrocefin hydrolysis, absorbance 480 nm, 0.0001% Triton. Potency, µM (top dose mostly 57.1 µM), for the others: at the highest dose activity change, negative = inhibition, actives largely listed as inhibitors. actives 0.52% (n = 330,000). AID 485341;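 further: potency means the concentration at half of the fitted maximal effect; plate controls were no compound for no effect and no enzyme for full effect; nearly all actives have a fitted effect of over 20% in size; some results filed as inactive show a strong effect at the top dose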
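AmpC (5.3 nM in the dispensed reagent) in 20 mM phosphate pH 7.0 with 0.01% (detergent screen) or 0.0001% Triton X-100 was preincubated with compounds for 15 min at room temperature. Nitrocefin was then added from an 800 uM solution, and hydrolysis was followed at 480 nm.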
TbPYK inhibitor – inhibitors of Trypanosoma brucei pyruvate kinase; TbPYK enzyme, Kinase-Glo Plus ATP luminescence, 45 min; actives 0.12% (n = 410,000); Q57TT1; Potency, µM (titrated, usually from 76.8 µM), inactives show at the highest dose activity, negative = inhibition, hits mostly inhibitors; further: potency means the concentration at half of the fitted maximal effect; nearly all actives have a fitted effect of over 50% in size
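Quantitative HTS: titrated library compounds versus trypanosomal pyruvate kinase in TEA buffer (pH 7.2) containing KCl, MgCl2, BSA and Tween-20. Reactions were initiated with ADP, 130 uM final. Kinase-Glo Plus luminescence was read after 45 min at RT.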
The depositor's hits bear a star; ? = inconclusive; · = not tested or not shown; [ ] = remark or other dose. Unless noted, the call rests on the fitted dose curve; in most records, active means well fitted curve in the direction sought with a large enough effect; inconclusive means small, poorly fitted or top-dose-only effect, or another doubt; inactive means no such curve, though single readings can be large; an effect the other way counts as inactive or inconclusive. Unless noted, on the % scale 0 is the no-effect control and ±100 the full control effect.

1. Cc1ccc(Cn2cc(CCC(=O)O)c3ccccc32)cc1
2. CC(=O)N1CCN(C(=O)c2cc(-c3ccc(C)o3)nc3ccccc23)CC1
3. Nc1c(Cl)cc(Cl)cc1C(=O)OCC(=O)N1CCOCC1
4. CCOc1c2ccc(C(=O)N[C@H](C)C3CCCCC3)cc2nn1CC
5. CSc1nccc(-c2nn(-c3ccc(C)cc3)ccc2=O)n1
6. CC(=O)c1ccc(OCCCC(=O)NCCc2ccccc2)cc1

assay / compound,1,2,3,4,5,6
LmPK inhibitor,-8%,·,1%,4%,8%,2%
AMA1 RON2 block,-17%,9%,11%,6%,2%,-10%
HCMV inh,45,4,-14,-10,22,37
Sm TGR block,6%,-9%,-29%,-31%,2%,-3%
AmpC inh detg,-13%,-3%,0%,4%,-2%,5%
AmpC inh no detg,-16%,-6%,-21%[11.4 µM],-2%,-9%,8%
TbPYK inhibitor,0%,-10%,6%,-3%,3%,3%

Entries of single compounds from above:
`CC(=O)c1ccc(OCCCC(=O)NCCc2ccccc2)cc1` in the list: LmPK inhibitor = 2%; AMA1 RON2 block = -10%; HCMV inh = 37; Sm TGR block = -3%; AmpC inh detg = 5%; AmpC inh no detg = 8%; TbPYK inhibitor = 3%
`CC(=O)N1CCN(C(=O)c2cc(-c3ccc(C)o3)nc3ccccc23)CC1` in the list: LmPK inhibitor = ·; AMA1 RON2 block = 9%; HCMV inh = 4; Sm TGR block = -9%; AmpC inh detg = -3%; AmpC inh no detg = -6%; TbPYK inhibitor = -10%

(cont.)
7. CC[C@]1(C(=O)OC)[C@H]2C(=O)N(Cc3ccccc3)C(=O)[C@H]2[C@H]2CN=C(SCC3CC3)N21
8. CCOC(=O)[C@]12CCC=C1N(Cc1ccc3c(c1)OCO3)C(=O)[C@H](CC(=O)N1CCSCC1)C2
9. CCCCn1c(N)c(N(CCC(C)C)C(=O)c2c(CC)noc2C)c(=O)[nH]c1=O
10. CC(C)(C)C(=O)O/N=C1\CCS(=O)(=O)c2sccc21
11. Cc1[nH]nc(-c2ccc(OCc3cnn(-c4ccccc4)c3)cc2O)c1Oc1ccc(F)cc1
12. CCOC(=O)C1C(c2cc(OC)c(OC)c(OC)c2)NC(=S)NC1(O)C(F)(F)F (stereo not given)

assay / compound,7,8,9,10,11,12
LmPK inhibitor,·,·,·,-8%,1%,5%
AMA1 RON2 block,7%,-8%,2%,7%,16%,15%
HCMV inh,-20,2,-14,49,-76*,7
Sm TGR block,·,·,·,·,2%,11%
AmpC inh detg,·,·,·,1%,-3%,-1%
AmpC inh no detg,54%,·,·,-4%,-44%,4%
TbPYK inhibitor,7%,-4%,-3%,-4%,6%,-14%

13. Cc1cc(C)cc(N(CCC(=O)Nc2nnc(C3CC3)s2)S(=O)(=O)c2ccc(Cl)cc2)c1
14. Nc1ccccc1NC1=CC(=O)CC(c2ccco2)C1 (stereo not given)
15. Cc1cc([N+](=O)[O-])ccc1NC(=S)NC1CCCC1
16. Cc1ccc(-c2c(CN3CCN(c4cccc(C)c4)C(C)C3)csc2C)cc1 (stereo not given)
17. Cc1ccc(OCCC(=O)OCc2csc(CC(=O)Nc3ccccc3C)n2)cc1
18. CC1=C(c2ccc(C)c(C)c2)S(=O)(=O)N=C1N1CCC(C(=O)NCCc2ccco2)CC1

assay / compound,13,14,15,16,17,18
LmPK inhibitor,-2%,0%,-5%,·,3%,·
AMA1 RON2 block,1%[2.32 µM],45%[activator],2%,·,-11%,·
HCMV inh,-61*,7,-3,-32,27,-2
Sm TGR block,-12%,-36%,?,3%,6%,-14%
AmpC inh detg,-11%,0%,7%,-6%,4%,0%
AmpC inh no detg,-17%,-35%,-1%,·,3%,·
TbPYK inhibitor,-5%,-10%,-1%,1%,-15%,0%

19. COc1ccc(/C=N/NC(=O)c2ccccc2Cl)cc1CSc1nc2ccccc2s1
20. CCc1c(C)nc2ncnn2c1N1CCCC(C(=O)NCc2ccco2)C1 (stereo not given)
21. CCn1cc(C(=O)NCC(OC)OC)c(=O)c2cc(S(=O)(=O)N(C)C3CCCCC3)ccc21
22. O=C(Nc1ccccc1)c1cn(-c2ccccc2)nc1-c1ccccc1
23. O=S1(=O)CCN(Cc2ccccc2)CC1
24. CCCCn1cc(S(=O)(=O)c2ccc(OC)cc2)c(=O)c2cc(CC)ccc21

assay / compound,19,20,21,22,23,24
LmPK inhibitor,-3%,6%,3%,·,·,·
AMA1 RON2 block,0%,5%,-7%,·,-3%,·
HCMV inh,?,-21,?,-33,-19,-26
Sm TGR block,5%,-8%,1%,0%,·,3%
AmpC inh detg,1%,0%,2%,2%,·,5%
AmpC inh no detg,-34%,2%,163%[activator],·,·,·
TbPYK inhibitor,4%,-1%,0%,0%,-8%,-4%

25. Cc1ccc(C2=NN(CCC#N)C(=O)CO2)cc1
26. CCOc1ccccc1NC(=O)Cn1c(=O)n(CCC(C)C)c(=O)c2cccnc21
27. COc1ccc(Nc2nc(NCc3ccco3)nc(N3CCOCC3)n2)cc1
28. NS(=O)(=O)c1ccc(NNC(=O)c2ccccc2)cc1
29. CCCn1c(N)c(N(CCOC)C(=O)COC(=O)CSc2cc(C)c3ccccc3n2)c(=O)[nH]c1=O
30. COc1ccccc1N1CCN(CC(=O)N2CCCC2)CC1

assay / compound,25,26,27,28,29,30
LmPK inhibitor,-6%,·,-2%,4%,·,-17%
AMA1 RON2 block,-4%,·,-11%,4%,6%,-23%
HCMV inh,-8,21,?,5,-39,35
Sm TGR block,10%,-3%,6%,-14%,-15%,-9%[57.1 µM]
AmpC inh detg,-3%,15%,?,-1%,0%,2%
AmpC inh no detg,-9%,·,-5%,-2%,114%[activator],-1%
TbPYK inhibitor,2%,6%,-5%,6%,-9%,1%

4 entries out of the list, ordered by length of the SMILES, high to low.
24. CCCCn1cc(S(=O)(=O)c2ccc(OC)cc2)c(=O)c2cc(CC)ccc21
27. COc1ccc(Nc2nc(NCc3ccco3)nc(N3CCOCC3)n2)cc1
30. COc1ccccc1N1CCN(CC(=O)N2CCCC2)CC1
25. Cc1ccc(C2=NN(CCC#N)C(=O)CO2)cc1

assay / compound,24,27,30,25
LmPK inhibitor,·,-2%,-17%,-6%
AMA1 RON2 block,·,-11%,-23%,-4%
HCMV inh,-26,?,35,-8
Sm TGR block,3%,6%,-9%[57.1 µM],10%
AmpC inh detg,5%,?,2%,-3%
AmpC inh no detg,·,-5%,-1%,-9%
TbPYK inhibitor,-4%,-5%,1%,2%

Later entries.
31. O=C1c2ccccc2C(=O)N1CCCCN(C(=O)c1ccc(Cl)s1)c1ccc(Cl)cc1
32. O=C(NCCc1ccccc1F)C1CC(O)CN1C(=O)Nc1ccccc1 (stereo not given)
33. COc1ccccc1N1CCN(C2CCCN(C(=O)CCc3cnn(C)c3)C2)CC1 (stereo not given)
34. CC(O)CNCCOc1ccccc1-c1ccccc1 (stereo not given)
35. Cc1noc(C)c1NC(=O)N(C)C[C@H]1Oc2c(NC(=O)Nc3ccc4c(c3)OCO4)cccc2C(=O)N([C@H](C)CO)C[C@@H]1C
36. CCC(CC)NC(=O)Nc1cccc(C)c1C

assay / compound,31,32,33,34,35,36
LmPK inhibitor,-2%,1%,0%,1%,·,0%
AMA1 RON2 block,0%,-1%,6%,9%,1%,-9%
HCMV inh,-24,-11,35,?,-39,-37
Sm TGR block,4%,-15%,4%,14%,·,18%
AmpC inh detg,0%,-10%,0%,4%,·,-1%
AmpC inh no detg,-20%,-8%,-6%,1%[2.29 µM],34%,-9%[2.29 µM]
TbPYK inhibitor,-1%,-9%,0%,7%,1%,5%

37. COc1ccc2oc(=Nc3ccc(C(=O)O)cc3)c(C(=O)NCc3ccco3)cc2c1
38. O=C(NCCCN1CCCC1=O)c1ccc([N+](=O)[O-])s1
39. COc1ccc(-c2ccc(CN3C(C(C)C)C(=O)N(Cc4cn(Cc5ccco5)nn4)CCS3(=O)=O)cc2)cn1 (stereo not given)
40. CCOC(=O)c1cnc2cc(F)c(F)cc2c1Nc1ccccc1O
41. CCOC(=O)c1nc(Nc2ccc(C(=O)OCC(C)C)cc2)c2ccccc2n1
42. O=C(NC(=O)N1CCN(c2ccc([N+](=O)[O-])cn2)CC1)c1ccccc1F

assay / compound,37,38,39,40,41,42
LmPK inhibitor,10%,·,·,·,·,-9%
AMA1 RON2 block,-1%,13%,-14%,·,·,-4%
HCMV inh,-13,3,-13,0,-13,30
Sm TGR block,7%,-33%,·,21%,4%,8%
AmpC inh detg,?,9%,·,0%,-10%,0%
AmpC inh no detg,-6%,-11%,·,·,·,-12%
TbPYK inhibitor,-1%,-8%,0%,-6%,0%,5%

43. CCN(CC)S(=O)(=O)c1ccc(N2CCOCC2)c(NS(=O)(=O)c2ccc(C)c(C)c2)c1
44. O=C(Cn1c(=O)sc2ccccc21)Nc1nc2c(s1)CCCC2
45. CN(C)C(=O)CCc1ccc2c3c([nH]c2c1)[C@]1(CCc2ccccc2)[C@@H](C(=O)N2CCCCC2)C[C@H](CC(=O)NCc2cccc(C(F)(F)F)c2)C(=O)N1CC3
46. Cc1ccc(S(=O)(=O)N2CCCCC2)cc1NC(=O)CNc1ccccc1N1CCCC1=O
47. O=C(NN=C1CCCC1)c1ccccc1[N+](=O)[O-]
48. CCOC(=O)CSc1nc2c(c(=O)[nH]c(=O)n2C)n1Cc1ccccc1

assay / compound,43,44,45,46,47,48
LmPK inhibitor,3%,4%,·,·,-3%,-2%
AMA1 RON2 block,-1%,-6%,-8%,-4%,68%[activator],9%
HCMV inh,-30,-25,-26,32,-16,65
Sm TGR block,-1%,0%,·,-4%,18%,-5%
AmpC inh detg,-3%,6%,·,-4%,1%,1%
AmpC inh no detg,47%,-3%,8%,142%[activator],-21%,-14%
TbPYK inhibitor,-7%,1%,1%,-5%,1%,4%

Source: PubChem
